High-throughput results deposited in PubChem by National Center for Advancing Translational Sciences (NCATS).
AMA1-RON2 inh – qHTS for Inhibitors of AMA1-RON; Towards Development of Antimalarial Drug Lead: Primary Screen; AlphaScreen AMA1-biotinylated RON2 peptide binding; 0.2% of 360,000 active; Potency, µM (top dose mostly 58.2 µM), for inactives: top-dose activity change, negative = inhibition, actives largely listed as inhibitors; AID 720542, 2013;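 further: potency means the concentration at half of the fitted maximal effect; 0% = vehicle wells and -100% = peptide control; nearly all actives have a fitted effect of over 45% in size; some results filed as inactive show a strong effect at the top dose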
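AMA1 (3D7) with his tag at 25 nM final met compounds first, then biotinylated RON2 peptide at 25 nM; detection used donor plus acceptor beads, 10 µg/mL apiece, read by AlphaScreen after 30 min at room temperature.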
FBPA Giardia inh – qHTS Assay for Inhibitors of Fructose-1,6-bisphosphate Aldolase from Giardia Lamblia. A8B2U2. purified Giardia FBPA. Potency, µM (titrated, usually from 59.6 µM), for the others: at the highest dose activity, negative = inhibition, usual class: inhibitors. 0.71% of 290,000 active. AID 2451, 2010; further: potency means the concentration at half of the fitted maximal effect; nearly all actives have a fitted effect of over 55% in size
Target sequence (A8B2U2 whole entry, looked up): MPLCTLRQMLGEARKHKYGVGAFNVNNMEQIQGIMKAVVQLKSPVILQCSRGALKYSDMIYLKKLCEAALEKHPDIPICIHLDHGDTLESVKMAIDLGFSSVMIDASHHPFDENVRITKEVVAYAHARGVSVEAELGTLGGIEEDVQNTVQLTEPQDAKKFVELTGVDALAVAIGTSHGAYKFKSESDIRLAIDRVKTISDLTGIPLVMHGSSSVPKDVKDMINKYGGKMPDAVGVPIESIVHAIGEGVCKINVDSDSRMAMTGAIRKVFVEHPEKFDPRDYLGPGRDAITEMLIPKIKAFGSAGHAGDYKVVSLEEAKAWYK
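40 nM FBPA preincubated 10 min at RT with compound (up to 57.5 uM final), then substrate plus GAPDH/TPI/NAD/arsenate coupling and diaphorase/resazurin added. Fluorescence read after 20 min at RT, 525/598 nm.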
HCMV inh – qHTS Assay for inhibitors of the human cytomegalovirus (HCMV) | HFF cells, HCMV-luciferase reporter, 72 h; hits give low values | activity change, negative = inhibition, % at 57.5 µM | 4.5% of 410,000 active; in the data active means activity change below about -60%; inconclusive means no clear call, values can overlap the other calls; inactive means above about -39%
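Compounds were evaluated in HFFs infected with an HCMV luciferase reporter virus (MOI 1 PFU/cell). Luciferase in lysates collected 72 h post infection served as the replication measure.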
AmpC detergent – qHTS Inhibitors of AmpC Beta-Lactamase (assay with detergent). P00811. 0.041% of 370,000 active. Potency, µM (highest dose often 114 µM), without a hit: at the top dose activity change, negative = inhibition, usual class: inhibitors. AmpC hydrolysis of nitrocefin, absorbance 480 nm, 0.01% Triton. AID 485294, 2010;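 further: potency means the concentration at half of the fitted maximal effect; 0% = no-compound wells and -100% = no-enzyme wells; nearly all actives have a fitted effect of over 25% in size; some results filed as inactive show a strong effect at the top dose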
Target sequence (P00811 whole entry, looked up): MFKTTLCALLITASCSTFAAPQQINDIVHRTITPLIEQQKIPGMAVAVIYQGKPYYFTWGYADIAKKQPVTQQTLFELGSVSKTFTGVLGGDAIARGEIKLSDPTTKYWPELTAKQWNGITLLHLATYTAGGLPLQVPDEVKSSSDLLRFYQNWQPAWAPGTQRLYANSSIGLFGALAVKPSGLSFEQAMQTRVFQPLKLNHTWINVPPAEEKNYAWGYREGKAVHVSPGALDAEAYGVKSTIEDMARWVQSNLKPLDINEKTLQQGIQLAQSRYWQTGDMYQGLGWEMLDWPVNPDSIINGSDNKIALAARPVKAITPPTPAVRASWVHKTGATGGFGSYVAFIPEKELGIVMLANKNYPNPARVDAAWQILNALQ
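20 mM phosphate pH 7.0 + 0.01% (detergent screen) or 0.0001% Triton X-100; 5.3 nM AmpC reagent; cpd preinc 15 min RT; nitrocefin (800 uM stock) to start; A480 q20 s × 4 min; Activity was normalised to no-enzyme and no-compound control wells.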
AmpC no deterg – qHTS Inhibitors of AmpC Beta-Lactamase (assay without detergent). 0.52% of 330,000 active. AmpC nitrocefin hydrolysis, absorbance 480 nm, 0.0001% Triton. Potency, µM (highest dose often 57.1 µM), inactives show top-dose activity change, negative = inhibition, usual class: inhibitors;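 further: potency means the concentration at half of the fitted maximal effect; plate controls were no compound for no effect and no enzyme for full effect; nearly all actives have a fitted effect of over 20% in size; some results filed as inactive show a strong effect at the top dose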
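AmpC (5.3 nM in the dispensed reagent) in 20 mM phosphate pH 7.0 with 0.01% (detergent screen) or 0.0001% Triton X-100 was preincubated with compounds for 15 min at room temperature. Nitrocefin was then added from an 800 uM solution, and hydrolysis was followed at 480 nm.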
Sm TGR block – qHTS Assay for the Inhibitors of Schistosoma Mansoni Peroxiredoxins. Schistosoma mansoni thioredoxin glutathione reductase (TGR), Q962Y6. purified TGR, DTNB reduction, TNB absorbance 405 nm. Potency, µM (highest dose often 114 µM), inactives show top-dose activity change, negative = inhibition, most hits filed as inhibitors. 3% of 360,000 active; further: potency means the concentration at half of the fitted maximal effect; nearly all actives have a fitted effect of over 60% in size
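TGR 20 nM + NADPH 100 uM (dispensed conc.), cpd preinc 15 min RT; start with NADPH (500 uM addition) then DTNB (15 mM addition). Kinetic TNB absorbance, 405 nm filter. Four-parameter Hill fit across titration.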
Active calls of the source: *; u = inconclusive; x = not tested or not shown; [ ] = another dose, or the depositor's remark. Unless noted, the call rests on the fitted dose curve; in most records, active means well fitted curve in the direction sought with a large enough effect; inconclusive means small, poorly fitted or top-dose-only effect, or another doubt; inactive means no such curve, though single readings can be large; an effect the other way counts as inactive or inconclusive. Unless noted, on the % scale 0 is the no-effect control and ±100 the full control effect. This is a random part of the collection. Share with any hit: about 7.8%.

SMILES | AMA1-RON2 inh | FBPA Giardia inh | HCMV inh | AmpC detergent | AmpC no deterg | Sm TGR block
C[N+](C)(C)CC(=O)Nc1ccc(Cl)cc1C(=O)c1ccccc1 | -3% | 2% | -7 | 1% | 3% | 4%
O=c1c2c(nc3c(-c4ccccc4)c[nH]n13)CCC2 | 43%[activator] | -11% | -16 | 1% | -53% | -20%
CCCCC(=O)N/N=C/c1c(O)n(CC)c(=S)n(CC)c1=O | 35%[activator] | -27% | u | u | -5% | -9%
Cc1cccc(-c2cc(C(=O)Nc3sc(C)c(C)c3C(N)=O)c3ccccc3n2)c1 | 4% | 1% | 2 | 3% | -30% | 0%
COc1ccccc1NS(=O)(=O)c1cccc(-n2c(O)c(C=Nc3ccccc3C(=O)O)c3ccccc3c2=O)c1 | -11% | 0% | u | -1% | -33% | -1%
COc1ccc(NC(=O)CSc2nc(C)cs2)c(OC)c1 | -14% | 1% | -23 | 1% | -11% | -4%
Cn1nc(-c2ccccc2)c(CSc2ccccc2Cl)c1Cl | 72%[activator] | 0% | u | u | 6% | 12%
CCN1CCN(c2nnc(-n3cccc3C(=O)Nc3cccc(OC)c3)s2)CC1 | x | x | u | 1% | x | 4%
CCCc1c(C(=O)N/N=C(\C)c2ccc(O)cc2)nnn1-c1nonc1N | -7% | 3% | u | 9% | -17% | 1%
Cc1ccc(/C=C/C(=O)NN2CCN(C)CC2)cc1 | -4% | 6% | 27 | -10% | -11% | 5%
CC(=O)c1ccc(N/C=C\C(=O)c2ccc(C)cc2)cc1 | 12% | 4% | 4 | -2% | -6% | 19%
COc1cccc(NC(=O)CSc2nnc(COc3ccc(Cl)cc3)o2)c1 | x | x | -3 | -5% | x | -8%
COc1ccc(C(=O)NNC2=CC(=O)CC(C)(C)C2)cc1 | 13% | -14% | 12 | 0% | -39% | u
CCOc1ccc(CN(CCc2ccc3c(c2)OCO3)Cc2cc(OC)ccc2O)cc1 | x | x | -1 | 3% | x | -26%
CC(=O)Nc1nonc1-c1nnc(SCC(=O)Nc2cccc(C)c2C)n1-c1ccccc1 | x | x | 31 | 9% | x | -2%
COc1ccc(C)cc1N(C)C(=O)Cc1c(C(=O)O)n(C)c2ccccc12 | 10% | 11% | 47 | -1% | -14% | 57%[activator]
CCOC(=O)c1[nH]c(C)c(C(=O)NCc2ccc(Cl)cc2)c1C | 21% | 0% | 11 | u | -7% | u
Cc1ccc(Cn2c(CNS(=O)(=O)c3ccc(Cl)s3)nc3cccnc32)cc1 | x | x | -20 | 0% | x | 6%
CC(=O)C1=C(C)NC(SCC(=O)c2ccccc2)=C(C#N)C1c1ccco1 (stereo not drawn) | x | u | x | -10% | -31% | u
CCC(=O)c1ccc(OCC(=O)N2CCN(c3ccccn3)CC2)cc1 | -14% | x | 4 | 3% | 1% | 2%
CC1(C)Cc2nc3sc4c(=O)n(CC(=O)NCc5ccco5)cnc4c3cc2CO1 | -1% | 2% | 75 | u | -2% | 35µM*
Cc1ccc2oc(C(=O)N(C)Cc3cnccn3)c(C)c2c1 | 7% | 3% | 10 | 15% | 44% | 8%
COc1ccc(NC(=O)Cc2coc3cc(C)ccc23)cn1 | -12% | -22% | -24 | -8% | -24% | -3%
Cc1ccc(NC(=S)NNC(=O)CCn2cc(C)cn2)cc1 | 25% | 4% | 5 | -3% | -5% | 1%
C=CC[C@@H](Cc1ccc(F)cc1)C(=O)OC[C@@H]1CCCN1C(=O)[C@H](CC=C)CC(=O)NCCO | 0% | x | -26 | x | 274%[activator] | x
CCCCCC1CC(CC(=O)O)C(=O)O1 (stereo not drawn) | 0% | 9% | 17 | u | 0% | -31%
COc1ccc(NC(=O)Cc2nnc(SCC(=O)NC3CCCCC3)n2C)cc1 | 0% | 1% | 35 | -4% | -11% | -4%
Cc1ccnc(NC(=O)CCC2COc3ccccc3O2)c1 (stereo not drawn) | -9% | 0% | -6 | -11% | -20% | 4%
Fc1cc(Br)ccc1Nc1c2c(nc3nc(-c4cccs4)nn13)CCCC2 | x | x | -60* | 7% | x | -4%
O=C1C=CN2CCOCC2C1 (stereo not drawn) | 31%[activator] | x | 10 | x | -13% | x
COc1ccc(-c2noc(CCC(=O)NCc3ccco3)n2)cc1 | -3% | 1% | u | 10% | -11% | 40µM*
COC(=O)[C@]1(C)N[C@H](CN(C)C(=O)C2CCCCC2)[C@@H]2C(=O)N(Cc3ccccc3)C(=O)[C@@H]21 | 1% | x | -36 | x | 45% | x
c1ccc(C2=Nc3ccccc3SC2c2nc3ccccc3[nH]2)cc1 (stereo not drawn) | x | u | x | 3% | x | -2%
O=S(=O)(Nc1ccc(F)cc1)c1ccc(S(=O)(=O)N2CCOCC2)cc1 | 1%[11.6 µM] | x | 8 | x | -31% | x
CC(C)Nc1nc(N(c2ccccc2)c2ccccc2)nc(-n2ccnc2)n1 | 0% | 4% | 8 | 5% | -18% | -16%
CN(CC(=O)Nc1ccc(F)c(F)c1F)C(=O)c1n[nH]c(=O)c2ccccc12 | -9% | x | -22 | x | -21% | x
CCC1(CC)Cc2ccccc2-c2nc(CN3CCOCC3)[nH]c(=O)c21 | 65%[activator] | -1% | 22 | 9% | 16% | u
CCOC(=O)c1c(NC(=O)CSc2nc(-c3ccccc3)cc(C(F)(F)F)n2)sc(C)c1C | x | x | -8 | -5% | x | -9%
c1ccc(C[C@H]2CN=C(Nc3ccccc3)N2CC2CCCCC2)cc1 | 22% | x | 21 | x | 1% | x
CCOC(=O)c1cccc(NC(=O)CCc2c(C)nc3cc(-c4ccc(Cl)cc4)nn3c2C)c1 | x | x | -38 | 18% | x | 7%
CCOC(=O)N1CCN(S(=O)(=O)N2CCCC(C(=O)NC(C)c3ccccc3)C2)CC1 (stereo not drawn) | -9% | x | -35 | 3% | 76%[activator] | -8%
COC(=O)C1(C)NC(c2ccccc2OC)C2C(=O)N(c3ccccc3)C(=O)C21 (stereo not drawn) | -5% | 8% | 12 | 2% | -13% | 6%
COc1ccc(OCC(=O)N/N=C(\CCC(=O)O)c2cccs2)cc1 | 51%[activator] | 3% | -2 | -1% | -22% | -1%
O=C(C1CCN(S(=O)(=O)c2cccc3cccnc23)CC1)N1CCCC1 | -1% | 2% | -16 | u | -10% | 0%
O=c1cc(CO)oc(C(Nc2ccccn2)c2ccsc2)c1O (stereo not drawn) | x | u | x | 2% | -15% | 11µM*

Reformatted as a markdown table: part of the list above.
| SMILES | AMA1-RON2 inh | FBPA Giardia inh | HCMV inh | AmpC detergent | AmpC no deterg | Sm TGR block |
| --- | --- | --- | --- | --- | --- | --- |
| c1ccc(C2=Nc3ccccc3SC2c2nc3ccccc3[nH]2)cc1 (stereo not drawn) | x | u | x | 3% | x | -2% |
| O=S(=O)(Nc1ccc(F)cc1)c1ccc(S(=O)(=O)N2CCOCC2)cc1 | 1%[11.6 µM] | x | 8 | x | -31% | x |
| CC(C)Nc1nc(N(c2ccccc2)c2ccccc2)nc(-n2ccnc2)n1 | 0% | 4% | 8 | 5% | -18% | -16% |
| CN(CC(=O)Nc1ccc(F)c(F)c1F)C(=O)c1n[nH]c(=O)c2ccccc12 | -9% | x | -22 | x | -21% | x |
| CCC1(CC)Cc2ccccc2-c2nc(CN3CCOCC3)[nH]c(=O)c21 | 65%[activator] | -1% | 22 | 9% | 16% | u |
| CCOC(=O)c1c(NC(=O)CSc2nc(-c3ccccc3)cc(C(F)(F)F)n2)sc(C)c1C | x | x | -8 | -5% | x | -9% |
| c1ccc(C[C@H]2CN=C(Nc3ccccc3)N2CC2CCCCC2)cc1 | 22% | x | 21 | x | 1% | x |
| CCOC(=O)c1cccc(NC(=O)CCc2c(C)nc3cc(-c4ccc(Cl)cc4)nn3c2C)c1 | x | x | -38 | 18% | x | 7% |
| CCOC(=O)N1CCN(S(=O)(=O)N2CCCC(C(=O)NC(C)c3ccccc3)C2)CC1 (stereo not drawn) | -9% | x | -35 | 3% | 76%[activator] | -8% |

Later entries:
SMILES | AMA1-RON2 inh | FBPA Giardia inh | HCMV inh | AmpC detergent | AmpC no deterg | Sm TGR block
Clc1ccc(OCCCCSc2ncccn2)cc1 | 36%[activator] | -1% | -36 | -1% | -22% | 4%
COc1ccc(-c2cc(C(=O)NNC(=O)c3csc(N4CCOCC4)n3)c3ccccc3n2)cc1 | 114%[activator] | x | -28 | -15% | 115%[activator] | 11%
CCc1ccc(NC(=O)CC2C(=O)N(c3ccc(Cl)cc3)C(=O)N2C2CCCC2)cc1 (stereo not drawn) | x | x | u | 5% | x | 22%
Cc1ccc(C(OCC(C)(C)C[N+](C)(C)C)c2ccccc2)cc1 (stereo not drawn) | 6% | 0% | -33 | -8% | 75%[activator] | -10%
CC(C)(C)c1cc(C(=O)N/N=C/c2ccc([N+](=O)[O-])s2)n[nH]1 | 8% | -7% | -74* | 1% | -21% | 10%
O=S(=O)(c1ccc(Cl)s1)N1CCC2(CC1)OCCO2 | 2% | 7% | -18 | -11% | 3% | -22%
Cc1ccc(Sc2c(C)nn(C(=O)CNS(=O)(=O)c3ccc(F)cc3)c2C)cc1 | 4% | -9% | -2 | u | -15% | -11%
CCCCC(=O)Nc1nnc(-c2ccco2)o1 | -1% | 12% | 14 | -1% | 62%[activator] | u
CCNc1ccc2noc3c2c1C(=O)c1ccccc1-3 | u | -22% | -37 | 1% | 137%[activator] | 2%
COc1ccccc1NC1=C(Cl)C(=O)N(C2CCCCC2)C1=O | u | -2% | -2 | 3% | 14µM* | -11%
COc1ccccc1NS(=O)(=O)c1cccc(NC(=O)c2nn(C)c(=O)c3ccccc23)c1 | -2% | x | 33 | 2% | 126%[activator] | -5%
C#CCO[C@@H]1C[C@H](n2cnc3c(=O)[nH]c(NC(=O)C(C)C)nc32)O[C@@H]1CO | 6% | 1% | 21 | -6% | -2% | 1%
Cn1cccc1C1(C(F)(F)F)NCCNC1=O (stereo not drawn) | -6% | 9% | 8 | -8% | -14% | -5%
CCOC(=O)c1[nH]c(C)c(CCC(=O)NCc2cccc(C)c2)c1C | x | x | 0 | 24% | x | 7%
O=C(CCCn1cnc([N+](=O)[O-])n1)Nc1ccc(Cl)cc1Cl | 6% | -5% | 32 | -11% | 9% | 1%
CC1C(=O)N2CCCc3cc(S(=O)(=O)Nc4ccccc4C(N)=O)cc1c32 (stereo not drawn) | -7% | x | 8 | -14% | -2% | -5%
